EWS-Fli block = blocks EWS/Fli oncoprotein-driven transcription | A673 NR0B1-luciferase reporter, viability-normalised | inhibition, % at 12.6 µM | actives 0.67% (n = 350,000);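 active means mean inhibition of at least 50% after viability correction, with every replicate also passing that limit; inconclusive means mean reaches 50% but only one of two replicates passes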;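 further: firefly luciferase signal divided by Alamar Blue viability fluorescence both relative to DMSO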
DENV2 CPE = DENV2-induced cell death inhibition; DENV2-infected cells, cytopathic effect rescue, plate reader; CPE inhibition, % at 9.99 µM; actives 1.7% (n = 350,000); AID 651640; in the data active means CPE inhibition above about 20%, passing the limit was not always enough; inconclusive means no clear call, values can overlap the other calls; tested in BHK-21 cells;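 further: 0% = median of neutral control wells and 100% = median of positive control wells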
LGR2 antag = Drosophila LGR2 receptor signaling inhibition; AID 720647; actives 0.35% (n = 380,000); inhibition, % at 9.99 µM; HEK293 LGR2, CRE-luciferase, bursicon-stimulated, 4 h;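 active means drop in luminescence signal, shown as inhibition above about 50% in the replicate tests, limit read from the data, passing the limit was not always enough; inconclusive means probably only some replicates passing the limit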;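 further: agonist challenge used bursicon conditioned medium at about half maximal strength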
Casp6 inh = blocks human caspase-6 cleavage activity | actives 0.53% (n = 350,000) | AID 686996 | P55212 | inhibition, % at 12.5 µM | purified caspase-6, Z-VEID-R110 cleavage fluorescence;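 active means mean inhibition across replicates at least about 35%, with every replicate also reaching that limit, limit read from the data; inconclusive means only one of the two criteria met; inactive means neither criterion met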;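 further: 0% = median of neutral control wells and 100% = no fluorescence left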
Target sequence (P55212 24-179 limits assumed): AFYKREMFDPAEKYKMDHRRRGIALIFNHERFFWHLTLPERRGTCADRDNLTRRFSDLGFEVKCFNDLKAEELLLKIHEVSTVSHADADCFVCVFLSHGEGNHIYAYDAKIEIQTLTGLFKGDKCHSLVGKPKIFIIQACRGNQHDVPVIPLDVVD
Target sequence (P55212 194-293 limits assumed): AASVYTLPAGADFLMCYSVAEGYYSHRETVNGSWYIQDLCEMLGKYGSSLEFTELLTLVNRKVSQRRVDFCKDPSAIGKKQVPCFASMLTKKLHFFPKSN
ARNT-TACC3 inh = ARNT/TACC3 interaction disruption; Q9Y6A5; AlphaScreen His-ARNT PAS-B/GST-TACC3 binding, luminescence; TACC3 fragment carries E629A point mutation; inhibition, % at 9.99 µM; actives 0.66% (n = 390,000); AID 623870;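 active means mean inhibition of replicates at least 50% and at least half of replicates each reaching 50%; inconclusive means half or more replicates reach 50% but mean below 50%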;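 further: 0% = complete ARNT plus TACC3 wells and 100% = ARNT alone without TACC3; many hits fall short of the cut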
SIRT5 inh = inhibitors of human sirtuin-5 desuccinylase. Q9NXA8. Purified SirT5, succinyl-peptide AMC, trypsin-coupled fluorescence. inhibition, % at 15 µM. actives 1.1% (n = 330,000); in the data active means inhibition above about 15%; inconclusive means no clear call, values can overlap the other calls
Target sequence (Q9NXA8 whole entry, looked up): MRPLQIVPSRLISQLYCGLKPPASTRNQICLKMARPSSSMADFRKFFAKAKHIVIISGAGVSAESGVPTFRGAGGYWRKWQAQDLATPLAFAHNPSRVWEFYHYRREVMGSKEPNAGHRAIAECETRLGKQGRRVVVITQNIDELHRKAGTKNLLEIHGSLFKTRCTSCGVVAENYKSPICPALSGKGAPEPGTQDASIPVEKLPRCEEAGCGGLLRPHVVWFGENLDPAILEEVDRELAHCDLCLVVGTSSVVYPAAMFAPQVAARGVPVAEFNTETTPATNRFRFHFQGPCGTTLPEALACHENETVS
PAX8 reporter = lowers PAX8-driven luciferase in RMG-I cells | actives 1.2% (n = 360,000) | inhibition, % at 12.6 µM | RMG-I TPO-luciferase reporter, SteadyGlo, 24 h;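 active means mean replicate inhibition at least 60% with every replicate also reaching 60%; inconclusive means only one of the two criteria is met; inactive means mean below 60% and not all replicates reaching 60%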;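 further: luciferase light reporting Pax8 driven TPO promoter activity; plate controls were median of neutral control wells for no effect and mitoxantrone controls for full effect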
* marks the source's active call; other numbers are inactive results; ? = inconclusive; . = no result given.

SMILES	EWS-Fli block	DENV2 CPE	LGR2 antag	Casp6 inh	ARNT-TACC3 inh	SIRT5 inh	PAX8 reporter
Clc1ccc2nc(-c3ccco3)c(Cc3ccsc3)n2c1	12	-3	13	8	.	-2	30
O=C(CN1C(=O)/C(=C/c2ccccc2F)Sc2ccccc21)NCCCN1CCOCC1	.	-3	-8	-1	7	-1	27
Cc1cc(C)nc(NC(N)=NCCc2ccccc2)n1	4	-4	24	3	-1	.	51
O=[N+]([O-])c1ccc(Nc2nc(N/N=C/c3cccc(F)c3)nc(N3CCCC3)n2)cc1	15	-5	4	0	-3	-3	-18
N#C[C@H]1[C@@H](c2ccccc2-c2ccc(F)cc2)[C@H](CO)N1C(=O)Cc1ccccc1	12	-5	7	1	.	2	8
Cc1ccc(S(=O)(=O)N2[C@@H](c3ccc(Br)cc3)C(C(=O)O)=CC[C@H]2c2ccc(Cl)c(Cl)c2)cc1	-20	-5	-24	27	-2	7	-19
Cc1ccc(C(=O)N/C(=C\c2ccccc2)C(=O)NCCN2CCOCC2)cc1	-5	-4	-2	8	-3	-2	4
CCC(=O)N1[C@H](CO)[C@H]2c3ccccc3N(C(=O)c3ccccc3F)C[C@H]21	-7	4	17	3	4	0	-10
NC(=O)C1CCCN(C(=O)c2ccc(S(=O)(=O)N3CCCCCC3)cc2)C1 (centres undefined)	2	-8	6	0	-5	-2	6
CC(C)C[C@H]1COc2cc(N3CCOCC3)ccc2S(=O)(=O)N1	2	13	9	0	.	-2	10
COC(=O)Cc1c(O)ccn(CCc2c[nH]c3ccccc23)c1=O	2	2	-12	5	-5	6	-5
COc1ccc(Cc2nnc(NS(=O)(=O)c3ccc([N+](=O)[O-])cc3)s2)cc1	2	19	-2	9	1	2	-61
O=[N+]([O-])c1cccc(-c2nnc3ccc4ccccc4n23)c1	.	.	-41	.	12	.	-8
N#C/C(=C\c1c[nH]c2ccccc12)C(N)=O	-19	-1	4	-4	.	1	-9
COc1ccccc1CN(C)CC(=O)Nc1cccc(S(=O)(=O)N2CCCCC2)c1	3	2	0	0	30	0	18
Cc1ccc2c(c1)cc(C(=O)N[C@@H](Cc1ccccc1)C(=O)O)n2C	7	0	7	4	-3	-4	-12
C[C@H](CO)N1C[C@H](C)[C@H](CN(C)Cc2ccc(Oc3ccccc3)cc2)Oc2c(NS(=O)(=O)c3cn(C)cn3)cccc2C1=O	1	-5	-19	1	-5	2	.
COc1ccc(S(N)(=O)=O)cc1C(=O)NCC(C)(C)N1CCCCC1	-3	13	12	1	4	-1	3
Cc1ccccc1OCC(=O)Nc1ccc([N+](=O)[O-])cc1	-20	15	-4	-2	6	1	5
CCOc1ccc(NC(=O)c2cccc3c2C(=O)N(Cc2cccnc2)C3)cc1	.	.	-14	3	-2	1	.

Some values from the entries so far:
SIRT5 inh with `Cc1ccccc1OCC(=O)Nc1ccc([N+](=O)[O-])cc1` stands at 1
DENV2 CPE with `N#C[C@H]1[C@@H](c2ccccc2-c2ccc(F)cc2)[C@H](CO)N1C(=O)Cc1ccccc1` stands at -5
LGR2 antag with `O=C(CN1C(=O)/C(=C/c2ccccc2F)Sc2ccccc21)NCCCN1CCOCC1` stands at -8
ARNT-TACC3 inh with `NC(=O)C1CCCN(C(=O)c2ccc(S(=O)(=O)N3CCCCCC3)cc2)C1` (centres undefined) stands at -5
SIRT5 inh with `Cc1ccc2c(c1)cc(C(=O)N[C@@H](Cc1ccccc1)C(=O)O)n2C` stands at -4
Casp6 inh with `CCC(=O)N1[C@H](CO)[C@H]2c3ccccc3N(C(=O)c3ccccc3F)C[C@H]21` stands at 3

New compounds follow:
SMILES	EWS-Fli block	DENV2 CPE	LGR2 antag	Casp6 inh	ARNT-TACC3 inh	SIRT5 inh	PAX8 reporter
COc1ccc(CNC(=O)c2ccc(Cl)c(S(=O)(=O)N3CCCCCC3)c2)cc1	14	-8	-3	-1	.	.	7
CCc1ccc(N(C(=O)c2snc(C(N)=O)c2N)C(C(=O)NC2CCCC2)c2ccco2)cc1 (centres undefined)	5	9	7	2	-5	-2	-139
Cc1ccc(SCC(=O)Nc2cc(S(=O)(=O)N3CCCCC3)ccc2C)cc1	-13	-2	-4	-4	2	.	3
Cc1noc(C)c1NC(=O)N(C)C[C@@H]1Oc2c(NC(=O)c3ccncc3)cccc2C(=O)N([C@@H](C)CO)C[C@@H]1C	-1	-4	-5	2	4	-10	.
Cc1nc2ccc(Oc3ccccc3)cc2s1	-71	-1	-31	-1	-3	-3	-96
CN1C[C@H]2[C@@H](c3ccccc31)[C@H](CO)N2C(=O)c1ccccn1	-12	28*	-21	-2	16	-2	-12
CNC[C@H]1OCCCC[C@@H](C)Oc2ccc(NS(=O)(=O)c3cn(C)cn3)cc2C(=O)N([C@H](C)CO)C[C@@H]1C	-2	6	3	-2	-23	-3	-4
COc1ccc(CNC(=O)[C@H](C)NC(=O)C2CCN(S(=O)(=O)c3ccc(F)cc3)CC2)cc1	.	4	-17	-3	-1	-3	4
CC(=O)Nc1cccc(-c2ccnc3c2CC(C(=O)NCc2cccnc2)O3)c1 (centres undefined)	6	5	?	3	.	.	9
CCOC(=O)c1sc(NC(=O)c2cccc(S(=O)(=O)N3CCc4ccccc43)c2)c(C#N)c1C	20	-2	38	-1	-6	-4	18
CCOc1ccc(S(=O)(=O)N2CCCC(C(=O)NCc3ccco3)C2)cc1 (centres undefined)	.	-5	7	1	-5	1	9
COc1ccc2c3c(n(C)c2c1)[C@@H](CO)N(Cc1ccccc1)CC31CCN(C(=O)Nc2cccc(F)c2)CC1	9	15	6	0	.	-3	.
Cc1c(CCOC(=O)c2cc([N+](=O)[O-])cc([N+](=O)[O-])c2)sc[n+]1CC(=O)c1ccccc1	-4	-1	.	-1	5	-7	10
Cc1ccc(C(=O)CCC(=O)OCC(=O)N2c3ccccc3NC(=O)C2(C)C)cc1	2	1	5	7	1	1	10
COc1ccc(NC(=O)Nc2ccc3c(c2)C(=O)N([C@H](C)CO)C[C@H](C)[C@@H](CN(C)C(=O)Nc2ccc(C(F)(F)F)cc2)OCCCC[C@H](C)O3)cc1	-4	?	2	0	-6	2	-25
CCOC(=O)CN1C(=O)[C@]2(OCCC=C[C@H]2C)c2cc(OC)ccc21	-7	1	0	-1	.	0	1
COc1cccc(OC)c1OCCCCCCN1CCN(C)CC1	1	5	7	-23	-9	-7	-1
COc1cccc(CN2CC(C(=O)N(C)Cc3nc(C)cs3)CCC2=O)c1 (centres undefined)	-4	-3	0	.	-69	-2	12
CNC[C@@H]1Oc2c(NS(C)(=O)=O)cccc2C(=O)N([C@@H](C)CO)C[C@@H]1C	1	-9	22	1	3	8	-9
O=C(c1cccc(F)c1)N1CC[C@@H]2[C@@H](CO)Nc3ccc(C#Cc4ccccc4)cc3[C@@H]21	-17	-5	7	1	.	4	.

Just LGR2 antag, DENV2 CPE and EWS-Fli block, for three of the compounds above:
| structure | LGR2 antag | DENV2 CPE | EWS-Fli block |
| --- | --- | --- | --- |
| CNC[C@H]1OCCCC[C@@H](C)Oc2ccc(NS(=O)(=O)c3cn(C)cn3)cc2C(=O)N([C@H](C)CO)C[C@@H]1C | 3 | 6 | -2 |
| COc1ccc(CNC(=O)[C@H](C)NC(=O)C2CCN(S(=O)(=O)c3ccc(F)cc3)CC2)cc1 | -17 | 4 | . |
| CC(=O)Nc1cccc(-c2ccnc3c2CC(C(=O)NCc2cccnc2)O3)c1 (centres undefined) | ? | 5 | 6 |

One compound at a time (already shown). Screens in order: EWS-Fli block | DENV2 CPE | LGR2 antag | Casp6 inh | ARNT-TACC3 inh | SIRT5 inh | PAX8 reporter
`COc1cccc(CN2CC(C(=O)N(C)Cc3nc(C)cs3)CCC2=O)c1` (centres undefined) is listed as -4 | -3 | 0 | . | -69 | -2 | 12
`Cc1ccc(SCC(=O)Nc2cc(S(=O)(=O)N3CCCCC3)ccc2C)cc1` is listed as -13 | -2 | -4 | -4 | 2 | . | 3

Next part.
SMILES	EWS-Fli block	DENV2 CPE	LGR2 antag	Casp6 inh	ARNT-TACC3 inh	SIRT5 inh	PAX8 reporter
CN1CCN(C(=O)Cn2ncc3c([nH]c4ccccc43)c2=O)CC1	-3	-7	1	-4	11	0	17
CCOC(=O)c1c(C)[nH]c(C)c1C(=O)COC(=O)c1cc(OC)c(OC)cc1OC	-6	?	-20	-1	3	19*	8
O=C(COc1coc(CN2CCCc3ccccc32)cc1=O)Nc1ccccc1	0	-2	-6	2	-2	0	.
Cc1occc1C(=O)NNC(=O)CN1C(=O)NC2(CCCCC2)C1=O	-4	?	5	-4	-1	-3	7
O=C(C[C@@H]1CC[C@@H]2[C@H](COC[C@@H](O)CN2C(=O)Nc2cc(Cl)cc(Cl)c2)O1)N1CCOCC1	-1	-3	1	2	5	0	9
CCOC(=O)c1sc2nc(SCC(=O)N(CC)CC)n(CCCN3CCCC3=O)c(=O)c2c1C	8	1	24	0	3	-4	11
C[C@H]1CCCCO[C@H](CN(C)Cc2ccc(Cl)c(Cl)c2)[C@@H](C)CN([C@@H](C)CO)C(=O)c2cc(NS(C)(=O)=O)ccc2O1	-4	1	13	5	-1	8	29
Cc1cc(C)cc(NC(=O)COC(=O)CCc2ccc(S(=O)(=O)N3CCOCC3)cc2)c1	4	2	-8	0	3	-8	-9
COc1ccccc1CNC(=O)C1CCN(S(=O)(=O)c2ccc(N3CCCC3=O)cc2)CC1	.	3	13	-4	-2	1	-1
COCCNC(=O)C(NC(=O)C1CCC(C)CC1)C(C)C (centres undefined)	10	-4	-6	0	-4	-2	-10
CC(Oc1ccc(Br)cc1Br)C(=O)Nc1cccnc1 (centres undefined)	-4	-1	-13	2	5	-1	.
COCCNC(C(=O)Nc1ccc([N+](=O)[O-])cc1Br)c1ccccc1 (centres undefined)	.	.	14	.	9	.	-16
Cc1ccc(C)c(N(CC(=O)Nc2ccc(-c3nc4ccc(C)cc4s3)cc2)S(C)(=O)=O)c1	-13	4	.	0	-9	-3	1
Cc1cc(C)nc(-n2nc(C)cc2NC(=O)c2cc3ccccc3oc2=O)n1	8	3	-2	5	-3	-18	-2
COc1ccc(NC(=S)N2CCCC(c3nc4ccc(C)cc4[nH]3)C2)c(OC)c1 (centres undefined)	0	-3	.	2	1	1	15
Cc1c(Cl)cccc1NC(=S)N1CCc2ccccc2C1	10	-2	4	0	8	-7	-13
Cc1cc(C)c(NC(=O)COC(=O)C2=COCCO2)c(C)c1	-5	5	6	-1	.	.	5
CO[C@@H]1CC[C@@H]2CCOc3c(C#N)cccc3C(=O)N(C)C[C@@H](c3ccccc3)CC(=O)N(C)C[C@@H]1O2	-4	-2	10	3	-7	-1	2
Cc1ccc(S(=O)(=O)N2C3CCCCC3O[C@H]2CC(=O)c2cccs2)cc1 (some centres undefined)	-9	48*	15	-1	.	-1	9
C#CCOCCOCCOCCNc1nc(N2CCN(C(=O)[C@H](CCCCN)n3cc(CCC(=O)O)nn3)CC2)nc(N2CCN(C(=O)[C@H](Cc3ccc(O)cc3)n3cc(CCO)nn3)CC2)n1	1	-6	-12	-1	-9	-5	12
CCC(CC)C(=O)N(C)c1c(C)nc2c(OCC(=O)C(C)(C)C)cccn12	-3	-13	-3	3	.	.	17
COc1cccc(CNc2ccc(F)c(Cl)c2)c1OC	-5	6	-14	1	-1	-7	.

Compounds as they come, and some 4.9% of all compounds hit somewhere here.
